# From PubChem BioAssay
# ELG1 DNA repair – inhibitors of ELG1-dependent DNA repair in HEK293T cells. HEK293T ELG1-luciferase reporter, luminescence, 16 h; DNA damage induced by 5-fluorouridine. Potency, µM (highest dose often 46.1 µM), for inactives: at the highest dose activity change, negative = inhibition, most hits filed as inhibitors. 330,000 tested, 2.3% active; also: potency is read from the fitted curve at half-maximal effect; % is scaled to controls: 0 for no effect and ±100 for the full control effect; nearly all actives have a fitted effect of over 55% in size
#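 5-Fluorouridine DNA damage + compound/DMSO, 2,000 cells/well, 16 h, 37 °C/5% CO2. ONE-Glo, 30 min RT, luminescence. Readout = decrease in reporter signal.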
# A-T KAP1 phos – potential ataxia-telangiectasia treatments restoring KAP-1 phosphorylation. […] A-T fibroblasts, KAP-1 phosphorylation AlphaLISA; neocarzinostatin DNA damage 30 min before lysis. Potency, µM (top dose mostly 57.5 µM), for the others: at the highest dose activation, usual class: activators. 320,000 tested, 0.19% active. AID 485349; also: potency is read from the fitted curve at half-maximal effect; % of control where 0% means no effect; nearly all actives have a fitted effect of over 45% in size
#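 ATM-like activity read as KAP-1 phosphorylation via AlphaLISA donor/acceptor antibody pairs after lysis and 6 hr at 25C. Cells were ATM-null patient fibroblasts ([…], hTERT), dosed 60 min, then exposed to the DSB inducer NCS for 30 min.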
# MLL CXXC-DNA inh – inhibitors of human MLL CXXC domain-DNA interaction. Q03164. MLL-CXXC / FITC-HOXA9 DNA fluorescence polarization. Potency, µM (titrated, usually from 115 µM), for the others: at the highest dose activity change, negative = inhibition, actives largely listed as inhibitors. 290,000 tested, 0.037% active. AID 2662; active = well fitted inhibition curve with a large enough effect in the polarisation, with a control signal flat, not every such curve was filed as active; inconclusive = small, poorly fitted or top-dose-only effect, or effect the other way, or a change in a side signal; inactive = no such curve, though single readings can be large or run the other way; the % refers to the polarisation; also: potency is read from the fitted curve at half-maximal effect
#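 Purified MLL-CXXC (added from a 7 uM solution) was preincubated 5 min at ambient with pinned compounds in 50 mM Tris-HCl pH 7.5, 50 mM NaCl, 1 mM DTT, 0.05% BSA. Fluorescein-labeled HOX-A9 DNA (50 nM solution) followed, 30 min, then polarization read.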
# TCR act – activates T cell receptor signaling; 330,000 tested, under 10 active; AID 504894; primary human leukocytes, anti-CD3, IL-2 HTRF, 48 h; Potency, µM (titrated, usually from 9.22 µM), for inactives: at the highest dose activation of IL-2 secretion, most hits filed as activators; also: % of control where 0% means no effect
#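 48 hr co-incubation of compounds, a-CD3 beads and primary human leukocytes; IL-2 quantified homogeneously by HTRF with anti-IL-2 K and d2 conjugates.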
# PTAP TSG101 blk – blocks PTAP/TSG101 interaction to inhibit HIV-1 budding; Q99816; Fluorescence polarization, FITC-PTAP peptide / Tsg101 binding; Potency, µM (series often up to 115 µM), for inactives: at the highest dose activity change, negative = inhibition, usual class: inhibitors; 340,000 tested, under 10 active; AID 493005; active = well fitted inhibition curve with a large enough effect in the main read-out, with a control signal flat, not every such curve was filed as active; inconclusive = small, poorly fitted or top-dose-only effect, or effect the other way, or a change in a side signal; inactive = no such curve, though single readings can be large or run the other way; also: potency is read from the fitted curve at half-maximal effect; % of control where 0% means no effect
# Target sequence (Q99816 whole entry, looked up): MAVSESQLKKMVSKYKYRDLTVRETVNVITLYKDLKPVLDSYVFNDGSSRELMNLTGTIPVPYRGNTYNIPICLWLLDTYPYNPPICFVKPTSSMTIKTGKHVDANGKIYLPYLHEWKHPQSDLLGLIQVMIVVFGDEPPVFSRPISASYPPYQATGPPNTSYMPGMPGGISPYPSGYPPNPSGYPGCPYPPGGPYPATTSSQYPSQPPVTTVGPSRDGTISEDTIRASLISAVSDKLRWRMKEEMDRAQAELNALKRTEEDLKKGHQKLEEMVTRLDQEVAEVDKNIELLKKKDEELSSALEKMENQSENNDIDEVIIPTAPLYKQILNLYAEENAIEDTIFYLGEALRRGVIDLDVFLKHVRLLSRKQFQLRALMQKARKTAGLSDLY
#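 Fluorescence anisotropy tracks displacement of a FITC-tagged PTAP peptide (50 nM) from the Tsg101 binding domain (10 uM), following a 20 min room-temperature incubation at pH 7.5.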
# TRPV1 agonist – agonists of human vanilloid receptor 1 (TRPV1) | Q8NER1 | TRPV1-expressing cells, Fluo-8 calcium influx, agonist mode | activation, % at 8.33 µM | 320,000 tested, 0.19% active | AID 540275; in the data active = activation above about 80%; inconclusive = between about 30% and that limit; also: 0% is about no effect
#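 Cells expressing TRPV1 were dye-loaded with Fluo-8 and read kinetically: 10 s baseline, 3 min after compound (agonist portion), then 2 min after EC20 capsaicin (allosteric enhancer portion). Calcium-bound dye fluorescence at 480/520 nm.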
# BRCA1 expr act – activators of BRCA1 expression; MCF7-BRCA1-FFLuc reporter, luminescence, 48 h; response scale: scaled: vehicle 0%, 10 µM genistein 100%; Potency, µM (doses to about 46.1 µM), for the others: at the highest dose activation, hits mostly activators; 380,000 tested, 1.1% active; AID 624202; also: potency is read from the fitted curve at half-maximal effect; nearly all actives have a fitted effect of over 80% in size; some results filed as inactive show a strong effect at the top dose
#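 Activators of BRCA1 expression were detected as increased firefly luciferase luminescence in engineered MCF7 cells after 48 h compound incubation. Signals were scaled to genistein 10 microM as full activation.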
# B2AR arrestin – agonists driving beta-arrestin recruitment to human beta2-adrenergic receptor; beta-arrestin recruitment to beta2AR, cell-based reporter; Potency, µM (doses to about 46.1 µM), inactives show at the highest dose activation, usual class: activators; 330,000 tested, 0.02% active;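 also: potency is read from the fitted curve at half-maximal effect; 0% = DMSO controls and full agonism = EC100 isoproterenol or metaproterenol; nearly all actives have a fitted effect of over 65% in size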
# Target sequence (P07550 whole entry, looked up): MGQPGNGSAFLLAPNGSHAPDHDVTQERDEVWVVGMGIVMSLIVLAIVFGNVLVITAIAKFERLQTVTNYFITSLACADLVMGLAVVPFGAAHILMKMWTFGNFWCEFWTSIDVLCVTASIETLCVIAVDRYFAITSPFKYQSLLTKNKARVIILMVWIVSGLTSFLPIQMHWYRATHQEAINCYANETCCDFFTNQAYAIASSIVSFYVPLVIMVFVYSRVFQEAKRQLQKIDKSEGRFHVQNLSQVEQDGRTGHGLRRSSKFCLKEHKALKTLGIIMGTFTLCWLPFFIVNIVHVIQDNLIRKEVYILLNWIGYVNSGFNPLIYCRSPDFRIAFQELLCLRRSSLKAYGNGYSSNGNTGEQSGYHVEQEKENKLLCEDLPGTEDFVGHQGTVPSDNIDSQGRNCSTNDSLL
# a7 integrin act – activators of alpha7 integrin expression for muscular dystrophy | alpha7betagal myoblasts, beta-gal FDG fluorescence, 48 h | Potency, µM (series often up to 38.3 µM), for inactives: at the top dose activation, most hits filed as activators | 350,000 tested, 0.064% active;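 also: potency is read from the fitted curve at half-maximal effect; 100% = response of the positive control SU9516; nearly all actives have a fitted effect of over 60% in size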
#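 alpha7betagal+/- myoblasts (passage 13, 250/well) treated 48 h at 37C with compounds at 1:260 dilution of DMSO stock. Lysed, then beta-galactosidase activity read as FDG fluorescence (ex 480/em 540) after 30 min, with pre-read for autofluorescence.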
# p53 reactivation – mutant p53 re-activation in reporter cells; H1299 p53-A138V BP100-luciferase reporter, luminescence, 24 h; Potency, µM (doses to about 92.2 µM), inactives show top-dose activity change, positive = activation, most hits filed as activators; 320,000 tested, 0.063% active; also: potency is read from the fitted curve at half-maximal effect; % of control where 0% means no effect; nearly all actives have a fitted effect of over 45% in size
#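 H1299 (p53-null), stable ts p53-A138V + BP100-Luc; 1000 cells/well, Opti-MEM/10% FBS; cpd 4 pt, 1:5; 24 h, 37 deg C, 5% CO2; detection reagent 10 min RT; luminescence.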
# * hit, by the source's call; ? = inconclusive; . = no result given; [ ] = another dose, or the depositor's remark. Unless noted, calls follow the shape of the dose curve; as a rule, active = well fitted curve in the direction sought with a large enough effect; inconclusive = small, poorly fitted or top-dose-only effect, or another doubt; inactive = no such curve, though single readings can be large; an effect the other way counts as inactive or inconclusive.
entry	Structure	ELG1 DNA repair	A-T KAP1 phos	MLL CXXC-DNA inh	TCR act	PTAP TSG101 blk
1	O=C(O/N=C(\c1ccccc1)c1ccncc1)c1ccccc1F	7%	8%	45%[activator]	-67%	-1%
2	CC1CC(C)CN(S(=O)(=O)N2CCCC(C(=O)NCCCN3CCOCC3)C2)C1 (centres undefined)	8%	11%	15%	10%	-2%
3	CC1c2cccn2CCN1S(=O)(=O)c1ccccc1 (centres undefined)	7%	7%	.	3%	-3%
4	Cc1ccc(S(=O)(=O)N2CCCCC2)cc1NC(=O)C1CC(=O)N(Cc2ccccc2)C1 (centres undefined)	-7%	7%	?	-9%	-2%
5	Cc1n[nH]c(=O)c2c(NC(=O)CSc3ncccn3)oc(C)c12	?	14%	.	1%	2%
6	CCCn1nc(C(=O)N2CC(=O)Nc3ccccc32)c2ccccc2c1=O	?	-3%	-14%	2%	0%
7	CC(Oc1ccc2c3c(c(=O)oc2c1)CCCC3)C(=O)NCc1ccncc1 (centres undefined)	?	6%	0%	0%	-3%
8	CCc1ccccc1NC(=S)NC1CC2CCC(C1)N2Cc1ccc(F)cc1 (centres undefined)	5%	-1%	-12%	9%	0%
9	Nc1c(Cl)cc(NC(=O)c2ccccc2C(=O)O)cc1Br	4%	12%	4%	0%[46.1 µM]	-2%
10	COc1ccc(CN2CC(C(=O)NCCCN3CCN(Cc4ccccc4)CC3)CC2=O)cc1 (centres undefined)	3%	-13%	-3%	2%	0%

entry	TRPV1 agonist	BRCA1 expr act	B2AR arrestin	a7 integrin act	p53 reactivation
1	9	-6%	-0.2%	0%	-1%
2	-2	8%	-0.6%	12%	-1%
3	6	8%	-1.5%	-10%	12%
4	-4	-25%	-0.7%	-22%	-5%
5	0	-13%	-0.7%	-20%	3%
6	-3	-74%	0.2%	-5%	-2%
7	?	2%	0.1%	-6%	-2%
8	3	-12%	-0.8%	-44%	5%
9	-1	-35%	-0.6%	-1%	-1%
10	4	-6%	-2.6%	-13%	3%

# (more compounds)
entry	Structure	ELG1 DNA repair	A-T KAP1 phos	MLL CXXC-DNA inh	TCR act	PTAP TSG101 blk
11	Cc1ccc(C(=O)N[C@H](C(=O)OCc2nnc(-c3ccccc3)o2)C(C)C)cc1	18%	7%	-5%	5%	-4%
12	Cc1ccc(-c2nc(CS(=O)(=O)CC(=O)N3CCN(C)CC3)c(C)o2)cc1	-11%	-6%	-3%	-3%	-2%
13	COc1cc(C2c3cc4c(cc3OC(NNC(N)=O)C2C)OCO4)cc(OC)c1OC (centres undefined)	.	.	.	-1%	-8%
14	CC1=NN(C(N)=S)C(=O)C1N=Nc1ccccc1 (centres undefined)	?	-23%	16%	2%	-7%
15	C=CCc1c(C)nc(N2CCSCC2)[nH]c1=O	0%	7%	-6%	-6%	-2%
16	O=C(NCC(c1ccco1)N1CCN(c2ccccc2F)CC1)C(=O)NC1CC1 (centres undefined)	6%	13%	.	-1%	-2%
17	CCN(CC)S(=O)(=O)c1cc(C(=O)O)ccc1OC	3%	10%	14%	-7%	-1%
18	O=C(O)[C@@H]1CCCN1c1ncnc2sc3c(c12)CCC3	0%	-6%	1%	3%	-3%
19	Cc1noc(/C=C/N(C)C)c1S(=O)(=O)N1CCCC(C(=O)NC2CCCCC2)C1 (centres undefined)	-1%	3%	5%	7%[46.1 µM]	-3%
20	Cc1c(Cl)c([N+](=O)[O-])nn1CCCC(=O)Nc1cccc(Cl)c1Cl	-4%	3%	3%	5%[46.1 µM]	0%

entry	TRPV1 agonist	BRCA1 expr act	B2AR arrestin	a7 integrin act	p53 reactivation
11	9	30%	0.4%	40%	4%
12	0	-8%	-0.7%	-10%	-4%
13	.	-93%[inhibitor]	.	-7%	.
14	-3	11%	1.4µM*	8%	2%
15	5	-5%	-0.4%	23%	0%
16	?	-13%	0.0%	21%	-1%
17	-1	-6%	0.3%	-5%	-3%
18	-1	-11%	0.1%	15%	1%
19	-4	-4%	0.1%	-42%	-6%
20	9	-22%	0.5%	-10%	1%

# Additional compounds:
entry	Structure	ELG1 DNA repair	A-T KAP1 phos	MLL CXXC-DNA inh	TCR act	PTAP TSG101 blk
21	CC(=O)Nc1cnc2ccccc2n1	14%	-3%	-4%	1%	-6%
22	COCCOC(=O)c1ccc(NC(=O)COc2ccc([N+](=O)[O-])cc2)cc1	?	0%	14%	10%	-2%
23	COCCNC(=S)Nc1cccc2cnccc12	?	0%	-3%	-2%	1%
24	CNC(=O)c1cc(NC(=O)CCn2nc(-c3ccccc3)c3ccccc3c2=O)ccc1OC	?	-2%	2%	1%	1%
25	COC(=O)c1sccc1NC(=O)CSCC(=O)O	14%	1%	1%	1%	-3%
26	COc1cccc(-n2nnc3c(=O)n(Cc4ccc(Br)cc4)cnc32)c1	0%	7%	-3%	-1%	-5%
27	COc1cc(OC)c2c(-c3ccccc3)cc(=O)oc2c1C(CCN1CCCCC1)c1ccc2c(c1)OCO2 (centres undefined)	-4%	24%	60%[activator]	-5%	.
28	CC(=O)c1ccccc1OC(=O)c1ccco1	13%	-6%	71%[activator]	0%	-1%
29	COc1ccccc1NS(=O)(=O)c1cccc(C(=O)NNC(=O)c2ccc(=O)[nH]c2)c1	7%	6%	.	-2%	-2%
30	COc1ccc(/C=C/C(=O)c2ccc([N+](=O)[O-])o2)cc1OC	12µM*	?	.	2%	-2%

entry	TRPV1 agonist	BRCA1 expr act	B2AR arrestin	a7 integrin act	p53 reactivation
21	-1	22%	0.1%	-1%	28%
22	-4	0%	-0.1%	9%	0%
23	1	2%	-0.1%	16%	-1%
24	-1	-1%	-1.3%	0%	-1%
25	3	-7%	-0.4%	-9%	-3%
26	-4	85%	-0.1%	3%	9%
27	-5	7%	0.3%	-7%	-5%
28	-2	2%	-0.2%	-11%	3%
29	-2	11%	-0.2%	14%	3%
30	4	-75%	-0.2%	-42%	-19%

# Further entries:
entry	Structure	ELG1 DNA repair	A-T KAP1 phos	MLL CXXC-DNA inh	TCR act	PTAP TSG101 blk
31	CCOc1ccc(C(=O)NCC(=O)OCC(=O)Nc2nnc(-c3ccccc3)o2)cc1	22%	5%	.	-1%	5%
32	CCOc1ccc(C(C)NC(=O)Nc2ccc(F)cc2F)cc1 (centres undefined)	-5%	0%	15%	-2%	-1%
33	N#Cc1nc(COc2ccccc2F)oc1NCc1ccc(F)cc1	11%	32µM*	0%	-1%	1%
34	CC(C)c1ccc(NC(=O)C2C3C=CC4(O3)C2C(=O)N(CCN2CCOCC2)C4C(=O)NC2CCCCC2)cc1 (centres undefined)	2%	6%	1%	0%	-3%
35	COC(=O)c1c(NC(=O)c2ccc([N+](=O)[O-])o2)sc2c1CCN(C(C)C)C2	-18%	1%	72%[activator]	.	-1%

entry	TRPV1 agonist	BRCA1 expr act	B2AR arrestin	a7 integrin act	p53 reactivation
31	1	5%	-0.1%	-1%	11%
32	?	3%	0.4%	?	6%
33	.	-12%	0.2%	5%	18%
34	-2	-36%	-0.4%	1%	1%
35	-3	-87%	-1.3%	-56%[inhibitor]	-27%

# Single records, from the list above. Order of values: ELG1 DNA repair, A-T KAP1 phos, MLL CXXC-DNA inh, TCR act, PTAP TSG101 blk, TRPV1 agonist, BRCA1 expr act, B2AR arrestin, a7 integrin act, p53 reactivation
# Shown for N#Cc1nc(COc2ccccc2F)oc1NCc1ccc(F)cc1 = 11%, 32µM*, 0%, -1%, 1%, ., -12%, 0.2%, 5%, 18%
# Shown for COC(=O)c1c(NC(=O)c2ccc([N+](=O)[O-])o2)sc2c1CCN(C(C)C)C2 = -18%, 1%, 72%[activator], ., -1%, -3, -87%, -1.3%, -56%[inhibitor], -27%
# Shown for CCOc1ccc(C(C)NC(=O)Nc2ccc(F)cc2F)cc1 (centres undefined) = -5%, 0%, 15%, -2%, -1%, ?, 3%, 0.4%, ?, 6%
# Shown for CC(C)c1ccc(NC(=O)C2C3C=CC4(O3)C2C(=O)N(CCN2CCOCC2)C4C(=O)NC2CCCCC2)cc1 (centres undefined) = 2%, 6%, 1%, 0%, -3%, -2, -36%, -0.4%, 1%, 1%
# Shown for CCOc1ccc(C(=O)NCC(=O)OCC(=O)Nc2nnc(-c3ccccc3)o2)cc1 = 22%, 5%, ., -1%, 5%, 1, 5%, -0.1%, -1%, 11%
